INS-1E GSIS act: GLuc luminescence reporter in INS-1E cells, primary screen for activators of glucose-dependent secretion of insulin | AID 743287, 2014 | 370,000 tested, 0.61% active | INS-1E GLuc reporter insulin secretion, 2-3 h | activation, % at 16.6 µM;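 active means lowest replicate activation of at least 40%, so every replicate reaches that level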;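 further: 0% = median of neutral control wells and 100% = median of IBMX positive control wells; some compounds called inactive have numbers as strong as hits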
RAD54 inh: inhibitors of human RAD54 branch migration, primary screen, biochemical, fluorescence, single point; DNA repair and recombination protein RAD54-like (Homo sapiens), Q92698; RAD54 Holliday junction branch migration, FAM/BHQ fluorescence; inhibition, % at 10.4 µM; 360,000 tested, 0.14% active; AID 602329, 2012;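 active means mean normalized replicate activity at least 40 and at least half of replicates scoring 40 or more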;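 further: 0% = median of neutral control wells and 100% = median of positive control wells; inhibitors cause a drop in the FAM fluorescence signal; in these data hits start at about 50%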
Target sequence (Q92698 whole entry, looked up): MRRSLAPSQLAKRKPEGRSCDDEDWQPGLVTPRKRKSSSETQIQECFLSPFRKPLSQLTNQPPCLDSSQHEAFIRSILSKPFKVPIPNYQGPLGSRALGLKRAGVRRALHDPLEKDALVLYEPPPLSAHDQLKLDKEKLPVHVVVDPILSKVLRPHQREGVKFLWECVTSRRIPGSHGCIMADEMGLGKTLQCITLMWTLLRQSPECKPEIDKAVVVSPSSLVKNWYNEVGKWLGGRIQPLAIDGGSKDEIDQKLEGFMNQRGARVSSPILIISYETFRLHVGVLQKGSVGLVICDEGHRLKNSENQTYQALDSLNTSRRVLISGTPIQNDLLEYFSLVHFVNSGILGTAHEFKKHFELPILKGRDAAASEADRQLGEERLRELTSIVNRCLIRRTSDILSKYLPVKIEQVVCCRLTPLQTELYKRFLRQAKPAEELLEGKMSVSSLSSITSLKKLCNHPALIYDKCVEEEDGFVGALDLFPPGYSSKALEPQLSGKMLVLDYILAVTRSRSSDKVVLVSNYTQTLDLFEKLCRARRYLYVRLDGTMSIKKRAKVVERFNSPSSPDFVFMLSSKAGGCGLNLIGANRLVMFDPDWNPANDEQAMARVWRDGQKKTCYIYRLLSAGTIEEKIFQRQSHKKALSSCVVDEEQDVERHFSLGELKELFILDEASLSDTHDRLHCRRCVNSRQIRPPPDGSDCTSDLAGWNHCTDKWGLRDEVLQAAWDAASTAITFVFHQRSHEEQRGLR
ARNT TACC3 PPI: disruptors of ARNT/TACC3 protein interaction, primary screen, biochemical, AlphaScreen, single concentration; Transforming acidic coiled-coil-containing protein 3 (Homo sapiens), Q9Y6A5; 390,000 tested, 0.66% active; AlphaScreen His-ARNT PAS-B/GST-TACC3 binding, luminescence; TACC3 fragment carries E629A point mutation; inhibition, % at 9.99 µM;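 active means mean inhibition of replicates at least 50% and at least half of replicates each reaching 50%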;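 further: 0% = complete ARNT plus TACC3 wells and 100% = ARNT alone without TACC3; many hits fall short of the cut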
Xi reactivation: activators of inactive X chromosome reactivation, primary screen, imaging, XiGFP fibroblasts, GFP high-content imaging, set 2 | 360,000 tested, 0.055% active | XiGFP mouse fibroblasts, % GFP-positive cells imaging, 3 d; cells co-treated with 5-aza-dC sensitizer; scaled so ellipticine positive control = 100% | activation, % at 7.58 µM;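 active means mean normalized replicate activation at least 10% and every replicate at or above 10%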;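 further: 0% = median of on-plate neutral control wells and 100% = ellipticine 6 µM median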
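System: SV40-immortalized XiGFP fibroblast cells, line 68-5-11 / Incubation: 3-day compound exposure, then 15 min fixation at room temperature / Compound: single concentration per compound, delivered by pin transfer / Buffer or medium: DMEM plus 5-aza-dC sensitizer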
esBAF inh: Bmi1 luciferase reporter increase in mESCs, primary screen, esBAF inhibitor project, mouse ES cells, Bmi1 luciferase knock-in, single point | 24 h; 100% = twice the neutral-well signal | reporter increase, % at 12.5 µM | 350,000 tested, 2% active | AID 602393, 2012; in the data active means activation above about 40%;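 further: 0% = median of the plate's neutral control wells and 100% = double that signal; a rise in the Bmi1 reporter signal indicates esBAF inhibition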
* marks the source's active call; other numbers are inactive results; / = not tested or not shown.

structure	esBAF inh	INS-1E GSIS act	ARNT TACC3 PPI	Xi reactivation	RAD54 inh
C[C@H]1CCCCO[C@@H](CN(C)CC2CCCCC2)[C@@H](C)CN([C@@H](C)CO)C(=O)c2cc(NC(=O)c3ccncc3)ccc2O1	/	1	/	0.0	/
C/C=C/c1ccc([C@H]2[C@@H](CO)N(CC3CCCC3)[C@H]2CNC(=O)NC(C)C)cc1	/	-2	/	0.0	/
COc1ccc2c3c(n(C)c2c1)[C@@H](CO)N(C(=O)C1CCOCC1)CC31CCN(C(=O)c2ccncc2)CC1	/	-11	/	0.0	/
COc1ccc2c3c([nH]c2c1)[C@H](CO)NCC31CN(S(=O)(=O)c2ccccc2)C1	/	7	/	0.2	/
CCc1ccc(C(=O)NCc2ccc(Cl)cc2)cc1	/	8	/	0.3	/
CCC(C)(C(=O)NC1CCCCC1)N(Cc1cccs1)C(=O)c1ccc(=O)[nH]c1 (stereo unspecified)	/	-15	/	0.1	/
CC(=O)N1C2CN(CC(F)(F)F)CC1C2c1ccc(Br)cc1 (stereo unspecified)	/	2	/	0.2	/
COc1ccc2c3c(n(C)c2c1)[C@@H](CO)N(C(=O)C1CCOCC1)CC31CN(C(=O)Nc2cccc(F)c2)C1	/	-22	/	0.0	/
COC(=O)c1ccc(CN2CC(=O)N3[C@@H](CO)[C@H](c4ccc(-c5ccc(OC)cc5)cc4)[C@@H]3C2)cc1	/	-17	/	0.4	/
COc1ccc2c3c([nH]c2c1)[C@@H](CO)N(C)CC31CN(C(=O)Nc2c(C)noc2C)C1	/	3	/	0.3	/
CCCN(C)C[C@@H]1OCCCC[C@@H](C)Oc2ccc(NS(=O)(=O)c3ccc(OC)cc3)cc2C(=O)N([C@@H](C)CO)C[C@@H]1C	/	4	/	0.3	/
O=C(N[C@H]1CC[C@H](CCn2cc(C3CCCC3)nn2)O[C@H]1CO)c1cccnc1	/	22	/	0.0	/
COc1cc(/C=C/C(=O)OCC(=O)Nc2ccc(S(=O)(=O)N3CCCC3)cc2)ccc1O	/	-11	/	0.1	/
CC(C)CC#Cc1ccc([C@@H]2[C@@H](CO)N3C(=O)CN(S(C)(=O)=O)C[C@H]23)cc1	/	15	/	0.1	/
C[C@H](CO)N1C[C@H](C)[C@@H](CN(C)C(=O)Nc2ccc(C(F)(F)F)cc2)Oc2c(NC(=O)Nc3cccc4ccccc34)cccc2C1=O	/	-8	/	-0.1	/
C[C@H](CO)N1C[C@H](C)[C@@H](CN(C)Cc2ccc(-c3ccccc3)cc2)Oc2ccc(NC(=O)Nc3cccc4ccccc34)cc2CC1=O	/	2	/	0.0	/
CC(C)NC(=O)N(C)C[C@@H]1Oc2c(cccc2N(C)C)C(=O)N(C)C[C@H]1C	/	4	/	0.1	/
Cc1ccc(NC(=O)CSc2nnc(Cc3ccccc3)o2)cc1	/	12	/	0.1	/
CC[C@H]1C/C=C\C[C@@H](c2ccc(OC)cc2OC)NC(=O)[C@@H](C)CC(=O)N1	/	7	/	0.2	/
COc1ccccc1NC(=O)N1CC(=O)N2[C@H](CO)[C@@H](c3ccc(C#CCC(C)C)cc3)[C@@H]2C1	/	-2	/	-0.1	/
CCCNC(=O)N1CC2(CCN(C(=O)Nc3cccc(F)c3)CC2)c2c(n(C)c3cc(OC)ccc23)[C@H]1CO	/	-22	/	0.0	/
COc1ccc2c3c([nH]c2c1)[C@@H](CO)N(C(=O)CN(C)C)CC31CCN(Cc2ccccc2)CC1	/	-8	/	0.2	/
Cc1ccccc1-c1ccc([C@H]2[C@H](CO)N3C(=O)CN(C(=O)c4cccnc4)C[C@@H]23)cc1	/	4	/	0.3	/
CC(C)NC(=O)Nc1cccc2c1O[C@@H](CN(C)C(=O)OC(C)(C)C)[C@@H](C)CN(C)C2=O	/	-9	/	0.2	/
Cc1cccc(-c2ccc([C@@H]3[C@H]4CN(C(=O)c5cnccn5)CC(=O)N4[C@H]3CO)cc2)c1	/	-2	/	0.5	/
Cc1nn(-c2ccccc2)c(Cl)c1/C=N/NC(=O)c1ccccc1NS(=O)(=O)c1cccs1	/	-45	/	0.0	/
C[C@@H]1CN(C)C(=O)c2cccc(N)c2O[C@H]1CN(C)S(C)(=O)=O	/	17	/	0.3	/
COCC(=O)N1CC2(CN(Cc3ccccc3Cl)C2)c2c([nH]c3cc(OC)ccc23)[C@H]1CO	/	-15	/	0.4	/
CC(C)[C@@H]1COCc2cn(nn2)CCC[C@@H](C)C(=O)N1	/	10	/	0.1	/
COc1ccc2c3c(n(C)c2c1)[C@@H](CO)NCC31CCN(Cc2ccc(Cl)cc2)CC1	/	20	/	0.2	/
C[C@H]1CN(C)C(=O)Cc2ccccc2O[C@@H]1CN(C)C(=O)OC(C)(C)C	/	-2	/	0.3	/
Cc1csc(NC(=O)c2ccccc2O)n1	36	/	-2	/	2
COc1ccc(CNc2cccc(F)c2)cc1Br	2	/	-1	/	10
COc1ccc(C2CC(c3ccc(OC)cc3)n3nc(NC(=O)c4ccco4)nc3N2)cc1 (stereo unspecified)	0	/	0	/	23
O=C(Nc1ccccc1C(=O)OC1CCOC1=O)c1ccco1 (stereo unspecified)	-5	/	-2	/	-13
CCOc1ccc(OCCOCCN2CCc3ccccc3C2)cc1	2	/	0	/	-1
Cn1c(=O)n(CC#N)c2ccccc21	-1	/	-5	/	-15
O=C(CSc1nnc(-c2cccs2)n1Cc1ccccc1)N1CCc2ccccc2C1	6	/	-4	/	-7
COC(=O)C(CC(C)C)NC(=O)c1ccc([N+](=O)[O-])cc1 (stereo unspecified)	-6	/	-3	/	-12
CN1CCN(c2nc(-c3ccc(Br)cc3)nnc2-c2ccccc2)CC1	8	/	14	/	3
CCOc1ccc(NC(=O)Cn2nnc(-c3ccccc3NC(=O)C3CC3)n2)cc1	2	/	-5	/	3
O=C(CSc1nc2ccccc2c(=O)n1NC(=O)Cc1ccccc1)NCCc1ccccc1	-1	/	-7	/	-6
Cc1ccc(S(=O)(=O)N2CCN(C(=O)CN3CCc4ccccc4C3)CC2)cc1	-2	/	13	/	8
O=C(NCC(c1cccnc1)N1CCN(c2ccccc2F)CC1)OCc1ccccc1 (stereo unspecified)	-7	/	0	/	-5
O=C(c1ccco1)N1CCN(S(=O)(=O)c2ccc3c(c2)CCN3C(=O)C2CC2)CC1	17	/	-5	/	-9
Cc1noc(C)c1COc1ccc(C(=O)NNC(=O)c2ccccc2F)cc1	-4	/	-2	/	0
O=C(COC(=O)/C=C/c1cnc2ccccc2n1)NCC(F)(F)F	4	/	-1	/	7
Cc1[nH]n(-c2ccccc2)c(=O)c1C=Nc1cnc2ccccc2c1	4	/	0	/	-6
Cc1cc2oc(=O)cc(Cn3ccnc3)c2cc1C	-6	/	-2	/	2
COc1ccc(CC(=O)NC(C)c2nnc(SCc3nc4ccccc4c(=O)[nH]3)n2C)cc1 (stereo unspecified)	-10	/	-1	/	3
COc1ccc(-n2c(=O)c3ccccc3n(CC(=O)NC3CCCCC3)c2=O)cc1	-1	/	-3	/	2
O=C(COC(=O)c1ccc(Br)o1)Nc1nc2ccccc2s1	13	/	1	/	-7
O=C(NC1CC2CCCC(C1)N2CC(=O)N1CCCc2ccccc21)C1CCCCC1 (stereo unspecified)	7	/	-2	/	-10
CC(C)Oc1ccccc1C1CC(=O)Nc2cc3c(cc21)OCO3 (stereo unspecified)	-8	/	-5	/	-15
Cc1ccc(Cl)cc1NC(=S)N1CCCCCC1	-3	/	1	/	6
Cc1ccc2cc(CN(C(=O)c3cccnc3)C(C)C)c(=O)[nH]c2c1	-4	/	1	/	-7

Remaining list, next part.
structure	esBAF inh	INS-1E GSIS act	ARNT TACC3 PPI	Xi reactivation	RAD54 inh
Cc1ccc(C(=O)Nc2cc(=O)n(C)c(=O)n2C)o1	-6	/	1	/	-10
O=C(CN1CCCN(Cc2ccc(F)cc2Cl)C1=O)NCc1ccccc1	-7	/	10	/	4
CCOC(=O)c1c(C)[nH]c(C(=O)OCC(=O)Nc2cc(Cl)ccc2OC)c1C	-5	/	2	/	-6
Cc1ccccc1NC(=O)CCN1C(=O)CSC1=O	5	/	-1	/	-7
CSc1nsc(SCC(=O)N2CCN(c3ccccc3)CC2)n1	-9	/	-8	/	-8
Cc1ccc(S(=O)(=O)N2CCOCC2)cc1C(=O)O	0	/	-8	/	-8
COc1ccc(C2NC(=O)c3ccccc3O2)cc1OC (stereo unspecified)	-1	/	1	/	-9
CCCCC(=O)Nc1cc(N(C)C)nc2ccccc12	-3	/	-5	/	4
CCOc1cc2[nH]c(=O)n(CCCCC(=O)N3CCCCCC3)c(=O)c2cc1OCC	-6	/	-9	/	0
CC(C)Oc1ccc(Cn2c(=O)sc3ccccc32)cc1	-3	/	-6	/	-1
COc1ccccc1OCC(O)Cn1nc(C)cc1C (stereo unspecified)	5	/	6	/	3
COc1ccc(-c2cc(C(F)(F)F)nc(SCCC(=O)Nc3cc(C)on3)n2)cc1	-2	/	-3	/	-5
CCOc1cc(/C=C2\SC(=S)N(Nc3ccccc3)C2=O)ccc1O	18	/	8	/	-15
O=C1CCC(=O)N1CN(C(=O)c1ccco1)c1ccc(Cl)c(Cl)c1	-2	/	-3	/	1
CCCCn1c(SCC(=O)Nc2ccccc2C(F)(F)F)nc2ccsc2c1=O	10	/	-13	/	0
CCOc1ccc(C(=O)NCC(C)C)cc1	12	/	29	/	2
Cc1ccc(-c2cc3nn(-c4ccccc4)c(N)c3c(=O)o2)cc1	32	/	-5	/	-4
O=C(Nc1ccc(N2CCCCC2)cc1)c1ccc(F)cc1	-1	/	-6	/	-5
CCNC(=S)N1CCN(C(=O)c2ccco2)CC1	-5	/	-1	/	-12
CCOC(=O)c1c(C)[nH]c(C(=O)COC(=O)C2(C)CC2(Cl)Cl)c1C (stereo unspecified)	76*	/	0	/	1
CCCN(C(=O)Cc1nc(N)n[nH]1)C1(C(=O)Nc2c(C)cccc2C)CCCCC1	-2	/	13	/	-4
CC1(C)Cc2nc3sc4c(SCC(=O)NCc5ccco5)ncnc4c3cc2CO1	13	/	-4	/	8
COCCCNS(=O)(=O)c1ccc(S(=O)(=O)N2CCCC2)cc1	-1	/	-23	/	2
COc1ccc(C2=[N+]([O-])C(C)(C)N(O)C2(C)C)cc1	2	/	-1	/	9
O=C(NCc1ccc2c(c1)OCO2)c1ccncc1	-5	/	1	/	6
COC(=O)C1=C(N)c2ccccc2C1(C#N)c1ccccc1 (stereo unspecified)	-8	/	-4	/	19
CCOC(=O)C1C(=O)NC(c2ccccc2)=NC1c1ccc(Cl)cc1 (stereo unspecified)	-6	/	0	/	5
O=C(O)CCc1ccc(-c2ccc(Cl)cc2)o1	-10	/	-22	/	11
CCOc1ccccc1OCC(=O)O	-1	/	-9	/	5
CCN(CC)C(=O)N1CCC(NC(=O)c2ccc(C(C)(C)C)cc2)CC1	-9	/	-5	/	-9
CC(NC(=O)c1ccc(Cl)cc1)C(=O)NC1=NCCS1 (stereo unspecified)	-6	/	-9	/	0
Cn1cc(Br)c(C(=O)NC2CCCCC2)n1	-6	/	3	/	3
COC(=O)[C@@]1(Cc2ccc(OC)cc2)[C@@H]2C(=CC(=O)[C@H]2CC(=O)C(=O)N2CCCC2)CN1C(=O)c1ccccc1	1	/	-2	/	-6
CCc1sc(C(=O)NCc2cc(C)n(C)n2)cc1Br	10	/	-4	/	4
CSc1nsc(SC)c1C(=O)NCCNS(=O)(=O)c1ccc(C)cc1	1	/	-5	/	6
COCCCn1c(SCC(=O)Nc2cccc(C)n2)nnc1-c1ccco1	-3	/	1	/	-18
CCN(CC)S(=O)(=O)c1ccc2[nH]cc(C(=O)NCCc3ccccc3)c(=O)c2c1	9	/	-5	/	2

Not all compounds are listed, so the mix of outcomes need not match the whole.
